Dynein transport – blocks dynein driven cargo transport along microtubules; 3617.4 mouse cells, GR-EGFP nuclear translocation imaging; test concentration mostly 20 µM; stimulated with dexamethasone, 1 µM; hits give low values; 220,000 tested, 0.47% active; z-score, hits read low;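 active = plate z-score of nuclear minus cytoplasmic receptor signal below a set negative limit, without overly bright fluorescence or cell loss, cut at about -3.5 in these data, passing the limit was not always enough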;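 note: z-score of nuclear minus cytoplasmic ring GR-EGFP intensity difference per well; some compounds called inactive have numbers as strong as hits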
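Also added: dexamethasone, 1.0 µM final. Medium: tet-free, stripped-serum medium. Detection: fixed, Hoechst-stained cells imaged at 10x for EGFP. Read-out: nuclear-to-cytoplasmic GR-EGFP distribution per well. Times: induction 48 h, compound 1 h, agonist 30 min.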
Myeloid diff 2 – compounds promoting myeloid differentiation; ER-HoxA9 myeloid progenitors, lysozyme-GFP differentiation, flow cytometry; calls only at 10 µM; 360,000 tested, 1% active; AID 624256;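 active = normalized GFP-positive differentiation at or above the plate's own cutoff, the solvent-only control mean plus 3 SD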;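 note: cells exposed to compound for four days before flow analysis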
b-catenin transl – alters nuclear translocation of beta-catenin in HeLa cells; immunofluorescence imaging; 190,000 tested, 0.3% active; nuclear translocation activity, % at 5 µM;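 active = nuclear translocation activity above 50% at 5 µM, with a well cell count of 50 or more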;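 note: per-cell ratio of nuclear to cytoplasmic median beta-catenin stain intensity; plate controls were DMSO negative control for no effect and GSK-3 inhibitor IX positive control for full effect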
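Test system: HeLa cells, endogenous beta-catenin; Compound: single 5 µM dose plus 0.02–20 µM confirmation series; Times: compound exposure 24 h at 37°C; Signal: fluorescence imaging of beta-catenin antibody stain plus DAPI; Read-out: % activation, nuclear-to-cytoplasmic median beta-catenin signal ratio per cell.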
MT stabilizer – microtubule stabilizers in HeLa cells; HeLa tubulin immunostaining HCS, 24 h; share of cells brighter than vehicle mean+2SD; % tubulin-high responders, % at 10 µM; 200,000 tested, 0.83% active; AID 2205;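 active = plate Z-score above 3 for both tubulin-high and condensed-nucleus cell shares, with cell loss under 80%, at 10 µM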;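 note: anti alpha tubulin signal scored within the nucleus-defined area of each cell; some results filed as inactive read as strong as hits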
human PMI inhibition – MPI enzyme activity inhibition – biochemical, fluorescence intensity, coupled assay, primary screen (AID 1209); purified PMI enzyme, coupled fluorescence intensity; higher % means a stronger effect; inhibition, % at 20 µM; hits with a dose series show IC50 in µM; 190,000 tested, 0.42% active; in the data active = inhibition above about 50%;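 note: plate controls were DMSO vehicle for no effect and wells lacking substrate for full effect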
TNAP activation fold – stimulation of alkaline phosphatase TNAP activity – biochemical, luminescent, no phosphate acceptor, uHTS, primary screen (AID 1001) | purified TNAP, luminescent activation assay, no phosphate acceptor; higher activation fold means a stronger effect | activation fold at 20 µM; hits with a dose series show EC50 in µM | 200,000 tested, 0.03% active; in the data active = activation fold from about 3, or a potency from the dose series; inactive = the rest, 99 in 100 with activation fold below about 1.6; note: many of its hits are not listed in these tables
Ins promoter up – MIN6 insulin promoter up-regulation. MIN6 insulin promoter-GFP reporter, high-content imaging; hits give high values. z-score at 5 µM. 190,000 tested, 0.3% active. AID 1625;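 active = z-score above 3 at 5 µM with at least 500 cells counted in the well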
T cell HTS – T cell immune modulators affecting CD8 T cell-vesicle binding | 2C CD8+ T cell-vesicle binding, flow cytometry; hits give low values | calls only at 7 µM | 330,000 tested, 0.068% active;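 active = response, share of CD8 T cells binding vesicles, and their 90th percentile fluorescence all below set limits, cut at about 80% in these data, passing the limit was not always enough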
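Incubation: binding step 1.5 h, 37 °C, antibody labelling 20 min, ice; system: murine 2C transgenic CD8+ T lymphocytes; technique: cytometric PE anti-B7-1 and Alexa647 anti-CD8 signals after 1% paraformaldehyde fixation; also added: QL9-charged Drosophila Ld/ICAM-1/B7-1 vesicles; control set: naked versus QL9-loaded vesicles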
Hep lipid drop – modulators of hepatic lipid droplet formation; 240,000 tested, 0.4% active; inhibition, % at 6.5 µM; AID 1656; AML12 mouse hepatocytes, oleate lipid droplets, BODIPY imaging;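 active = lipid droplet intensity inhibited by at least 50%, with more than 500 cells counted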
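Technique: fluorescence imaging, 20x objective, two fields per well / Assay system: AML12 hepatocytes (mouse) / Measure: % inhibition of lipid droplet signal / Doses: 6.5 µM single-point dosing / Incubation: overnight exposure / Reagent: 100 µM oleic acid challenge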
Dynein transport cytoplasmic EGFP – further read-out of Dynein transport, marked with its call; z-score; measured here: cytoplasmic GR-EGFP intensity; hits give high values
Dynein transport nuclear GR-EGFP – second read-out of Dynein transport, no call of its own (marks repeat the call); z-score; measured here: nuclear GR-EGFP intensity;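 lower value marks the stronger effect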
Dynein transport cell count – second read-out of Dynein transport, no call of its own (marks repeat the call); z-score; measured here: cell count per field
Ins promoter up cell count – also measured in Ins promoter up; calls as there; cell count; measured here: cytotoxicity, nuclei count;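 total cells summed across four imaged fields per well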
Hep lipid drop cells 6.5 µM – recorded beside Hep lipid drop, whose call it bears; cell count; measured here: cell count, cytotoxicity flag;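 cells counted across two imaged fields per well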
b-catenin transl cell count 5 µM – second read-out of b-catenin transl, no call of its own (marks repeat the call); cell count; measured here: cell count, cytotoxicity flag
T cell HTS vesicle-bound % – recorded beside T cell HTS, whose call it bears; double positive events, %; measured here: CD8+ vesicle-bound cell fraction;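 binding gate set so that unloaded-vesicle control wells show 10% double positive cells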
MT stabilizer Hoechst-high % – further read-out of MT stabilizer, marked with its call; % Hoechst-high responders; measured here: nuclear condensation Hoechst responders;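 share of cells brighter than vehicle mean plus two SD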
MT stabilizer cytotoxicity % – also measured in MT stabilizer; calls as there; toxicity, %; measured here: cytotoxicity by cell density;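 0% = mean cell density of plate MIN control wells and 100% = no cells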
Myeloid diff 2 GFP+ MAC1+ % – recorded beside Myeloid diff 2, whose call it bears; GFP+ MAC1+ double positive, %; measured here: differentiation confirmed by MAC1 staining
An asterisk follows results filed as active.

How did O=C(NCc1ccccn1)C1CC(=O)N(C2CCCC2)C1 (stereo not drawn) do in these assays?
Dynein transport: 0.4; Myeloid diff 2: inactive; MT stabilizer: 1.9; T cell HTS: inactive; Dynein transport cytoplasmic EGFP: -0.22; Dynein transport nuclear GR-EGFP: 0.44; Dynein transport cell count: -0.22; T cell HTS vesicle-bound %: 35; MT stabilizer Hoechst-high %: 3.6; MT stabilizer cytotoxicity %: 3.5; Myeloid diff 2 GFP+ MAC1+ %: 2.0

How did COc1ccc(OCc2nc(C#N)c(NCCCn3ccnc3)o2)cc1 do in these assays?
Dynein transport: -0.2; Myeloid diff 2: inactive; b-catenin transl: 0.9; MT stabilizer: 0.2; human PMI inhibition: 2%; TNAP activation fold: 1.1; Ins promoter up: -0.17; T cell HTS: inactive; Hep lipid drop: -6; Dynein transport cytoplasmic EGFP: -0.29; Dynein transport nuclear GR-EGFP: -0.16; Dynein transport cell count: 0.13; Ins promoter up cell count: 1420; Hep lipid drop cells 6.5 µM: 758; b-catenin transl cell count 5 µM: 942; T cell HTS vesicle-bound %: 25; MT stabilizer Hoechst-high %: 1.3; MT stabilizer cytotoxicity %: 5.3; Myeloid diff 2 GFP+ MAC1+ %: 0.6

Results for COC(=O)c1ccccc1NC(=O)CSc1nnc(-c2cccnc2)n1N ?
Dynein transport: 0.91; Myeloid diff 2: inactive; b-catenin transl: 0.3; MT stabilizer: 1.5; human PMI inhibition: -12%; TNAP activation fold: 1; Ins promoter up: 0.27; T cell HTS: inactive; Hep lipid drop: 0; Dynein transport cytoplasmic EGFP: -0.22; Dynein transport nuclear GR-EGFP: 1; Dynein transport cell count: -0.77; Ins promoter up cell count: 1644; Hep lipid drop cells 6.5 µM: 651; b-catenin transl cell count 5 µM: 861; T cell HTS vesicle-bound %: 14; MT stabilizer Hoechst-high %: 0.6; MT stabilizer cytotoxicity %: 0.5; Myeloid diff 2 GFP+ MAC1+ %: 0.4

How did CCn1c(Cc2ccccc2)nnc1SCC(=O)Nc1ccc2c(c1)OCO2 do in these assays?
Dynein transport: 0.64; Myeloid diff 2: inactive; b-catenin transl: -3.5; MT stabilizer: 6.8; human PMI inhibition: 7%; TNAP activation fold: 1.1; Ins promoter up: 0.76; T cell HTS: inactive; Dynein transport cytoplasmic EGFP: -0.12; Dynein transport nuclear GR-EGFP: 0.74; Dynein transport cell count: -1.4; Ins promoter up cell count: 1317; b-catenin transl cell count 5 µM: 973; T cell HTS vesicle-bound %: 34; MT stabilizer Hoechst-high %: 2.1; MT stabilizer cytotoxicity %: 4.5; Myeloid diff 2 GFP+ MAC1+ %: 0.7

What do the screens show for `S=C(NC1CCCC1)NC1CC1`?
Dynein transport: -0.65; Myeloid diff 2: inactive; b-catenin transl: 4.5; MT stabilizer: 2.0; human PMI inhibition: 4%; TNAP activation fold: 1.1; Ins promoter up: -0.05; T cell HTS: inactive; Hep lipid drop: -2; Dynein transport cytoplasmic EGFP: -0.25; Dynein transport nuclear GR-EGFP: -0.52; Dynein transport cell count: -0.062; Ins promoter up cell count: 1219; Hep lipid drop cells 6.5 µM: 707; b-catenin transl cell count 5 µM: 534; T cell HTS vesicle-bound %: 46; MT stabilizer Hoechst-high %: 4.2; MT stabilizer cytotoxicity %: 7.2; Myeloid diff 2 GFP+ MAC1+ %: 0.1

How did CCn1c(=S)sc2c(=O)[nH]c(C)nc21 do in these assays?
Dynein transport: 0.28; Myeloid diff 2: inactive; b-catenin transl: -0.8; MT stabilizer: 2.2; human PMI inhibition: 9%; TNAP activation fold: 1.1; Ins promoter up: -0.03; T cell HTS: inactive; Hep lipid drop: -1; Dynein transport cytoplasmic EGFP: -0.23; Dynein transport nuclear GR-EGFP: 0.51; Dynein transport cell count: -0.29; Ins promoter up cell count: 2007; Hep lipid drop cells 6.5 µM: 688; b-catenin transl cell count 5 µM: 1064; T cell HTS vesicle-bound %: 48; MT stabilizer Hoechst-high %: 0.5; MT stabilizer cytotoxicity %: 19; Myeloid diff 2 GFP+ MAC1+ %: 0.7

How did Fc1cccc(Cl)c1CSc1nnnn1-c1ccc2c(c1)OCO2 do in these assays?
Dynein transport: -0.84; Myeloid diff 2: inactive; b-catenin transl: 3.1; MT stabilizer: 10; human PMI inhibition: 5%; TNAP activation fold: 1.2; Ins promoter up: 0.4; T cell HTS: inactive; Dynein transport cytoplasmic EGFP: -0.19; Dynein transport nuclear GR-EGFP: -0.49; Dynein transport cell count: 0.83; Ins promoter up cell count: 1063; b-catenin transl cell count 5 µM: 1082; T cell HTS vesicle-bound %: 22; MT stabilizer Hoechst-high %: 7.1; MT stabilizer cytotoxicity %: 14; Myeloid diff 2 GFP+ MAC1+ %: 8.3

Results for Cc1ccc2c(Cl)cc(Cl)c(OCC(=O)Nc3cc(C)on3)c2n1 ?
Dynein transport: -0.91; b-catenin transl: -0.1; MT stabilizer: 1.0; human PMI inhibition: -15%; TNAP activation fold: 1; Ins promoter up: -0.25; Dynein transport cytoplasmic EGFP: 0.16; Dynein transport nuclear GR-EGFP: -0.47; Dynein transport cell count: 1.4; Ins promoter up cell count: 1490; b-catenin transl cell count 5 µM: 1367; MT stabilizer Hoechst-high %: 0.9; MT stabilizer cytotoxicity %: 8.9

What do the screens show for `O=C(CCN1C(=O)c2ccccc2C1=O)Nc1ccccn1`?
Dynein transport: -0.81; Myeloid diff 2: inactive; b-catenin transl: -1.2; MT stabilizer: 6.7; human PMI inhibition: -2%; TNAP activation fold: 1.1; Ins promoter up: 0.27; T cell HTS: inactive; Hep lipid drop: 16; Dynein transport cytoplasmic EGFP: -0.11; Dynein transport nuclear GR-EGFP: -0.23; Dynein transport cell count: 0.63; Ins promoter up cell count: 1080; Hep lipid drop cells 6.5 µM: 709; b-catenin transl cell count 5 µM: 1154; T cell HTS vesicle-bound %: 22; MT stabilizer Hoechst-high %: 2.7; MT stabilizer cytotoxicity %: 7.7; Myeloid diff 2 GFP+ MAC1+ %: 8.3

What do the screens show for `Cc1ccc(NC(=O)CN(c2ccccc2F)S(C)(=O)=O)cc1`?
Dynein transport: 0.16; Myeloid diff 2: inactive; MT stabilizer: 2.8; human PMI inhibition: 5%; TNAP activation fold: 1.1; Ins promoter up: -0.73; T cell HTS: inactive; Hep lipid drop: 1; Dynein transport cytoplasmic EGFP: -0.24; Dynein transport nuclear GR-EGFP: -0.087; Dynein transport cell count: -0.42; Ins promoter up cell count: 1114; Hep lipid drop cells 6.5 µM: 728; T cell HTS vesicle-bound %: 39; MT stabilizer Hoechst-high %: 5.4; MT stabilizer cytotoxicity %: 8.0; Myeloid diff 2 GFP+ MAC1+ %: 0.7

What do the screens show for `O=C(COC(=O)c1ccc(Br)o1)NCCc1ccccc1`?
Dynein transport: 0.51; Myeloid diff 2: inactive; b-catenin transl: -0.9; MT stabilizer: 1.8; human PMI inhibition: 1%; TNAP activation fold: 1; T cell HTS: inactive; Hep lipid drop: -1; Dynein transport cytoplasmic EGFP: -0.25; Dynein transport nuclear GR-EGFP: -0.095; Dynein transport cell count: 0.6; Hep lipid drop cells 6.5 µM: 690; b-catenin transl cell count 5 µM: 1067; T cell HTS vesicle-bound %: 63; MT stabilizer Hoechst-high %: 1.4; MT stabilizer cytotoxicity %: 4.6; Myeloid diff 2 GFP+ MAC1+ %: 0.4

Results for Nc1cc(Cl)ccc1C(=O)OCC(=O)NC1CCCCC1 ?
Dynein transport: -0.03; Myeloid diff 2: inactive; b-catenin transl: -0.7; MT stabilizer: 4.8; human PMI inhibition: -7%; TNAP activation fold: 1; Ins promoter up: -0.17; T cell HTS: inactive; Hep lipid drop: 6; Dynein transport cytoplasmic EGFP: -0.3; Dynein transport nuclear GR-EGFP: 0.3; Dynein transport cell count: 0.12; Ins promoter up cell count: 1349; Hep lipid drop cells 6.5 µM: 718; b-catenin transl cell count 5 µM: 1103; T cell HTS vesicle-bound %: 20; MT stabilizer Hoechst-high %: 2.5; MT stabilizer cytotoxicity %: 7.3; Myeloid diff 2 GFP+ MAC1+ %: 1.5

How did N#Cc1ccc(C(=O)Nc2ccc(N3CCN(C(=O)c4ccco4)CC3)cc2)c(F)c1 do in these assays?
Dynein transport: -0.32; Myeloid diff 2: inactive; MT stabilizer: 2.8; human PMI inhibition: 9%; TNAP activation fold: 1; T cell HTS: inactive; Dynein transport cytoplasmic EGFP: 0.013; Dynein transport nuclear GR-EGFP: -0.65; Dynein transport cell count: -0.96; T cell HTS vesicle-bound %: 14; MT stabilizer Hoechst-high %: 1.5; MT stabilizer cytotoxicity %: 7.5; Myeloid diff 2 GFP+ MAC1+ %: 1.2

Screening data as filed in PubChem BioAssay.
